Screening results: PubChem BioAssay, Sanford-Burnham Center for Chemical Genomics
SKN-1 block – inhibitors of C. elegans SKN-1; inhibition, % at 21.8 µM; C. elegans VP596 Pgst-4::GFP/RFP ratio, acrylamide-induced, 24 h; actives 0.49% (n = 360,000);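 active = interference check ratio from 0.5 to 1.5 plus GFP to RFP signal ratio inhibition reaching or exceeding a fixed threshold, cut at about 30% in these data, passing the limit was not always enough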; note: some compounds called inactive have numbers as strong as hits
MT1-MMP act inh – MT1-MMP (human) activation inhibition. P50281. HT1080 RFP-PRO-GFP cells, GFP/RFP ratio fluorescence, overnight; percent of plate control window, DMSO zero. GFP/RFP ratio change, % at 20 µM. actives 0.061% (n = 360,000);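 active = GFP/RFP ratio change of at least 30% with cell ATP level not reduced by more than half and red fluorescence within 50% of control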; note: strong numbers were not always called active
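Assay system: HT1080 RFP-PRO-GFP cells. Benchmarks: DMSO vehicle wells and RFP-L50D-GFP reporter cell wells. Times: overnight cell settling, then overnight compound exposure, 37 °C, 5% CO2. Compound: 20 µM single dose, 1% DMSO. Read-out basis: GFP/RFP fluorescence ratio.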
CendR NRP1 mod – NRP-1/CendR interaction modulation; FAM-RPARPAR peptide binding to NRP-1, fluorescence polarization; inhibition, % at 25 µM; actives 0.85% (n = 360,000); AID 602438;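 active = inhibition or corrected inhibition above about 18%, plus a signal ratio from 0.5 to 1.5, limit read from the data, passing the limit was not always enough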; note: strong numbers were not always called active
Rpn11 inh – inhibitors of human proteasome Rpn11. human 26S proteasome, Ub4-pepOG fluorescence polarization; 20S core pre-blocked with epoxomicin. calls only at 20 µM. actives 0.59% (n = 360,000);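 active = inhibition at 20 µM, scaled to each plate's controls, above about 33%, limit read from the data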
Target sequence (O00487 whole entry, looked up): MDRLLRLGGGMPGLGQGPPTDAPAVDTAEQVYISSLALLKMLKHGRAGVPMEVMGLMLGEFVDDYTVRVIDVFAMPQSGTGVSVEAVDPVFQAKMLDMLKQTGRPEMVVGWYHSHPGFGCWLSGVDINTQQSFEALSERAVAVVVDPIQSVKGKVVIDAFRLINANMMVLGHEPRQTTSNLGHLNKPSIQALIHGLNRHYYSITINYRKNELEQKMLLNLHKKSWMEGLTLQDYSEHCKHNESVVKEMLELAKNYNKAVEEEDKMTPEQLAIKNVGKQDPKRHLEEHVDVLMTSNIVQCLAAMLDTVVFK
LMPTP inh – LMPTP (human) inhibition. actives 0.22% (n = 360,000). AID 651560. inhibition, % at 20 µM. recombinant LMPTP-A, OMFP fluorogenic substrate, fluorescence intensity. P24666;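 active = compounds that cut the enzyme signal by at least half of the control window in the single-dose screen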;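 note: plate controls were DMSO wells with enzyme plus substrate for no effect and substrate without enzyme for full effect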
Target sequence (P24666 whole entry, looked up): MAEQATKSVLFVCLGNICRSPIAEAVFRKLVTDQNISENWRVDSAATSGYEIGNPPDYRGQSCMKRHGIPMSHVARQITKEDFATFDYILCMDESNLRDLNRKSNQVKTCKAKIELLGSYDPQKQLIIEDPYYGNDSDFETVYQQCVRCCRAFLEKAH
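Assay system: LMPTP-A, protein tyrosine phosphatase of low molecular weight / Medium: pH 6.0 Bis-Tris buffer with DTT and Triton X-100 / Schedule: 50 min enzyme reaction at room temperature, protected from light / Measured by: endpoint fluorescence intensity from OMFP dephosphorylation / Read-out basis: % inhibition relative to no-enzyme and uninhibited control wells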
NadD inh – NadD (S. aureus) enzyme inhibition; purified NadD enzyme, colorimetric absorbance read-out; inhibition, % at 20 µM; actives 0.78% (n = 360,000); AID 602399; in the data active = inhibition above about 26%; note: some compounds past the cut are filed as inactive
SUMO1-SIM PPI – alters human SUMO1 binding to SIM partners | SUMO1 binding to a labelled peptide, TR-FRET, 1 h | inhibition, % at 20 µM | actives 0.33% (n = 360,000) | AID 602429; in the data active = inhibition above about 37%
Target sequence (P63165 whole entry, looked up): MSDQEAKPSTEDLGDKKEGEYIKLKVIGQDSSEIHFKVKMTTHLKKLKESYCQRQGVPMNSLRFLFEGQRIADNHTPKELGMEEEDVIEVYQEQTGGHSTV
DNMT1 block – blocks human DNA methyltransferase DNMT1. actives 0.83% (n = 360,000). inhibition (reported as % activation of signal), % at 10 µM. DNMT1 molecular beacon, Hinp1I cleavage, fluorescence; in the data active = inhibition above about 50%
STEP block – STEP (human) phosphatase inhibition; recombinant STEP, OMFP fluorogenic substrate, fluorescence; inhibition, % at 20 µM; actives 0.25% (n = 360,000); AID 588621;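 active = inhibition at 20 µM, scaled per plate between control wells, above about 37%, limit read from the data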;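 note: 0% = DMSO with enzyme and substrate and 100% = substrate only without enzyme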
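Material: STEP (striatal-enriched tyrosine phosphatase) enzyme, cell-free; Compound dosing: 20 µM single dose in 1% DMSO; Technique: fluorescence read at 480 nm ex / 540 nm em; Times: reaction 20 min, ambient temperature; Medium: 50 mM Bis-Tris pH 6.0 with 2.5 mM DTT and 0.005% Tween 20; Also added: OMFP at 25 µM.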
Scp-1 inhibitor – Scp-1 (human) phosphatase inhibition; AID 493091; Q9GZU7; Recombinant Scp1, phosphopeptide, malachite green phosphate absorbance; inhibition, % at 20 µM; actives 0.88% (n = 340,000);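 active = inhibition above about 50% at 20 µM, limit read from the data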;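 note: plate controls were DMSO wells with enzyme for no effect and wells lacking enzyme for full effect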
Target sequence (Q9GZU7 76-261 limits assumed): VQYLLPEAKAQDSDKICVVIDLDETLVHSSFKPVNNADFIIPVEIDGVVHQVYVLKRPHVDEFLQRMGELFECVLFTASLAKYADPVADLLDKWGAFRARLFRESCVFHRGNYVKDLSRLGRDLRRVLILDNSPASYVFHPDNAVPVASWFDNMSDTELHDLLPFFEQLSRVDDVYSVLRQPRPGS
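System: SCP-1 catalytic domain; Reagent: Phospho 17-mer peptide substrate; Doses: one concentration, 20 µM, with 1.0% DMSO; Incubation: 45 min room-temperature reaction, 5 min colour, 30 min stabiliser; Signal: Phosphate-binding colour reagent, absorbance read at 630 nm.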
Starred values were filed as active, the others as inactive; i = inactive; nt = no result given.

SKN-1 block,MT1-MMP act inh,CendR NRP1 mod,Rpn11 inh,LMPTP inh,NadD inh,SUMO1-SIM PPI,canonical_smiles,DNMT1 block,STEP block,Scp-1 inhibitor
11,-4,2,i,0.8,-5,0,COC(=O)c1ccc(NC(=O)Nc2cccc(F)c2)cc1,0,-4,-13
-9,1,4,i,-0.7,3,-4,CCCNC(=O)C1(C)CCCN(C(=O)c2cccc(OC(C)=O)c2C)C1 (stereo not given),4,-3,nt
-5,-7,17,i,-0.5,-2,-2,Cc1ccc(S(=O)(=O)Cc2ccc(C(=O)NCc3cccs3)o2)cc1,-4,0,33
6,-1,7,i,-2.2,-7,4,CCc1ccc(CN(C)Cc2nc(COc3ccccc3)no2)nc1,0,-1,-14
7,-5,-14,i,3.0,-1,1,Cc1ccc(C)c(N2CCN(S(=O)(=O)c3ccc(-c4cc(C)no4)s3)CC2)c1,-4,-1,-7
7,-3,-10,i,1.1,-7,7,COc1ccc(C2NC(=O)NC(C)=C2C(=O)OC2CCCC(C)C2)cc1 (stereo not given),1,-1,-5
-11,0,5,i,-2.0,-2,-9,O=C(Oc1cccc2cccnc12)c1cccc([N+](=O)[O-])c1,2,1,1
13,8,-1,i,0.2,3,-3,Nc1ccccc1C(=O)NNC1=C(C(=O)C(F)(F)F)CCC1,-4,4,4
-6,20,5,i,1.3,45*,0,Cn1c(O)c(N=NC(=O)c2cc(-c3cccs3)nc3ccccc23)c2ccccc21,6,2,-11
-4,5,-11,i,-0.8,1,1,COc1ccccc1NC(=O)Cn1cnc2sc(C(=O)NCc3ccco3)c(C)c2c1=O,1,-2,-7
13,3,4,i,3.1,-3,57*,O=C1CC(N2CCC(c3nc4ccccc4o3)CC2)C(=O)N1Cc1cccs1 (stereo not given),-3,-2,-4
12,-6,-34,i,-0.3,2,-2,COc1cc([C@@H]2C[C@H]3CN(c4ccccc4)C(=O)[C@]34CCCN24)cc(OC)c1OC,-3,-2,-3
8,1,4,i,2.0,-1,8,Cc1ccc(C2CC(=O)Nc3c2ccc2ccccc32)cc1[N+](=O)[O-] (stereo not given),1,0,-10
24,1,-1,i,-1.1,-6,-2,CCc1nnc(NC(=O)c2ccc(S(=O)(=O)N3CCCC(C)C3)cc2)s1 (stereo not given),-1,-3,-5
-4,-123,-76,nt,2.6,-1,1,C=CCN1C(=O)[C@@H]2Cc3c([nH]c4ccccc34)C(c3ccc(O)cc3)N2C1=S (stereo not given in full),-14,-4,-11
12,2,-12,i,6.5,5,-4,COCCNc1nc(Nc2ccccc2Cl)c2sc(-c3ccccc3)cc2n1,3,0,nt
16,7,-3,nt,-0.7,1,0,CCCCN1C(=O)C(CC(=O)NCc2cccs2)CC(C(=O)N2CCCCCC2)=C1C (stereo not given),nt,nt,nt
-2,4,3,i,0.0,4,2,Cc1ccc(S(=O)(=O)c2ccc(Cl)cc2)cc1S(=O)(=O)NC(C)C(=O)O (stereo not given),0,0,6
18,-4,-42,i,1.1,1,0,COc1ccc(S(=O)(=O)N2N=C(c3ccc(NS(C)(=O)=O)cc3)CC2c2ccco2)cc1 (stereo not given),-3,-1,-12
-2,0,-6,i,0.1,-3,-16,O=C(CCC1CCCC1)Nc1ccc([N+](=O)[O-])cn1,6,2,-8
3,-2,2,i,0.1,-10,-2,CCOc1ncccc1C(=O)NC(C)CCc1ccccc1 (stereo not given),0,-3,-19
-17,0,0,i,-0.6,-1,-2,COC(=O)c1cc(S(=O)(=O)N2CCCC(C)C2)cn1C (stereo not given),0,0,3
-6,12,-8,i,-1.2,8,0,CC/C(=N\NC(=O)c1ccc(CN(C)S(=O)(=O)c2ccc(C)cc2)cc1)c1ccc(OC(F)F)cc1,-4,1,-6
13,-2,2,i,-2.9,-9,4,Cc1ccc(C(C)C)c(OCC(O)CNC2CCCC2)c1 (stereo not given),-4,0,-10
19,3,-3,i,-1.0,-6,-1,CCOc1ccc(S(=O)(=O)N2CCOCC2)cc1NC(=O)CSC(=S)N1CCCC1,1,3,-7
0,4,14,i,0.4,9,-1,CCCNS(=O)(=O)c1ccc(OCC(=O)N2CCC(C(=O)OCC)CC2)cc1,9,2,-1
9,-1,1,i,-0.6,5,-2,CCOC(=O)c1c(C)n(C)c2ccc(OC)c(NC(=O)CCN3CCC(Cc4ccccc4)CC3)c12,-3,0,-27
16,1,6,i,-2.4,0,4,Cc1ccnc2nc(C(=O)OCC(=O)Nc3ccc4c(c3)OCCO4)nn12,-2,2,-5
17,0,7,i,-2.0,-5,-1,Nc1n[nH]c(-c2ccccc2)n1,0,1,-10
-13,-3,-24,i,4.6,21,-7,CCOc1ccccc1N1CSC2=C(C#N)C(c3c(OC)ccc4ccccc34)CC(=O)N2C1 (stereo not given),-22,2,-12
1,1,8,i,0.3,-1,13,Cc1ccc(F)cc1NC(=O)N1CCN(C2c3ccccc3-c3ccccc32)CC1,-3,4,-8
-9,4,-2,i,1.3,-6,-1,COc1cccc(Oc2ccc(N/C=C/C(=O)C(C)(C)C)cc2)c1,-3,10,3
10,6,10,i,-0.5,3,3,COCCn1c(SCc2ccccc2Cl)nc2c1c(=O)[nH]c(=O)n2C,3,4,-5
24,2,-3,i,-1.8,-5,-4,Cc1ccccc1N1CCN(C2CCCN(C(=O)CSc3ccccn3)C2)CC1 (stereo not given),1,-2,nt
15,0,-129,i,4.5,0,-1,O=C(O)CCCNC(=O)/C=C/c1ccco1,88*,4,72*
-2,0,1,i,-0.2,-3,3,Cc1ccc(S(=O)(=O)N2CC(O)C[C@H]2C(=O)OCC(=O)Nc2ccc(N3CCOCC3)cc2)cc1C (stereo not given in full),1,3,-2
12,-6,-13,i,-2.5,-2,-1,COc1ccc(CNS(=O)(=O)c2cccc(S(=O)(=O)N3CCOCC3)c2)cc1,9,-4,-10
-4,-1,-18,i,2.1,-5,13,O=c1cc(COc2ncnc3ccccc23)nc2sccn12,33,3,34
-10,3,4,i,0.5,-9,0,COc1ccc(/C=C/C(=O)Nc2c(C)nn(C)c2C)cc1COc1ccc(Br)cc1,-4,3,-2
2,2,-9,i,-1.5,-7,3,O=C(Cn1cccn1)N1CCCC(N2CCN(Cc3ccc4c(c3)OCO4)CC2)C1 (stereo not given),1,0,3
7,6,-2,i,0.8,-3,-4,O=C(c1ncc[nH]1)c1ccccc1Cl,4,-3,-7
-4,1,18,i,0.0,-1,43*,CCOC(=O)C1(CCCc2ccccc2)CCN(C(=O)c2cc(C)nn2CC)CC1,-4,-1,-5
7,9,11,i,-0.8,-4,-1,CC(C)n1cc(CN2CCC(C(=O)Nc3ccc(Oc4ccccc4F)cc3)CC2)cn1,0,1,-1
-2,-2,19,i,-0.4,0,6,Cc1cc(C)c(S(=O)(=O)N2CCCC2=O)cc1N(C)S(C)(=O)=O,-2,0,-2
-3,2,14,i,0.4,-5,-6,O/N=C/c1ccnc(SCc2ccc(Cl)cc2)n1,-4,-2,-14
4,-1,-12,i,0.5,2,-2,CCN(CC)C(=O)C1=C(C)N(Cc2ccc(F)cc2)C(=O)C(CC(=O)NC(c2ccccc2)c2ccccc2)C1 (stereo not given),-5,2,nt
0,1,-7,i,1.7,-9,6,O=C(Nc1c(C(=O)C2CC2)oc2ccccc12)c1ccc(Cl)cc1,0,1,-5
0,2,11,i,0.4,2,0,COc1cc2c(cc1OC)C(c1ccccc1F)OC(=O)C2 (stereo not given),-7,-1,-8
4,2,15,i,-0.5,-3,12,COc1ccc(NC(=O)N2CCN(c3cccc(C(F)(F)F)c3)CC2)cc1,3,2,0
12,4,7,i,-2.4,-8,9,CC1(C(=O)NS(=O)(=O)C2CC2)CCCN(C(=O)COc2ccccc2)C1 (stereo not given),4,-3,nt
-2,3,0,i,1.0,-2,-1,CCOc1ccccc1Nc1nc2ccccc2n2cnnc12,2,2,-10
0,-4,12,i,-2.9,6,2,Cn1c(=O)[nH]c(=O)c2c1nc(Sc1nc3ccccc3s1)n2Cc1ccccc1,-1,7,-6
5,10,-3,i,1.4,-6,-18,CCN(CC)C(=O)CSc1nc2c(sc(=S)n2-c2ccccc2)c(=O)n1-c1ccc(OC)c(OC)c1,-1,0,-10
-4,0,1,i,0.5,-4,0,COc1ccc(/C=C/C(=O)OCC(=O)c2cc(C)ccc2C)cc1,-8,-2,nt

4 structures from above, ordered by number of heavy atoms, smallest number first:
SKN-1 block,MT1-MMP act inh,CendR NRP1 mod,Rpn11 inh,LMPTP inh,NadD inh,SUMO1-SIM PPI,canonical_smiles,DNMT1 block,STEP block,Scp-1 inhibitor
7,6,-2,i,0.8,-3,-4,O=C(c1ncc[nH]1)c1ccccc1Cl,4,-3,-7
0,2,11,i,0.4,2,0,COc1cc2c(cc1OC)C(c1ccccc1F)OC(=O)C2 (stereo not given),-7,-1,-8
12,-6,-13,i,-2.5,-2,-1,COc1ccc(CNS(=O)(=O)c2cccc(S(=O)(=O)N3CCOCC3)c2)cc1,9,-4,-10
5,10,-3,i,1.4,-6,-18,CCN(CC)C(=O)CSc1nc2c(sc(=S)n2-c2ccccc2)c(=O)n1-c1ccc(OC)c(OC)c1,-1,0,-10

Rows are unselected; overall some 3.9% were active at least once.
